Pf apPOL inh = Pf-apPOL DNA polymerase inhibition; inhibition, % at 10 µM; hit rate 0.25% among 210,000; Recombinant Pf-apPOL, molecular beacon fluorescence, 1.5 h
mHTT-CaM PPI inh = disrupts binding of mutant huntingtin to calmodulin | P42858 | AlphaScreen His-mHTT/GST-CaM binding, luminescence | inhibition, % at 15 µM | hit rate 3.6% among 190,000;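 note: 0% = both proteins with DMSO and 100% = one protein alone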
Active calls of the source: *; i = inactive; · = no result given. Cut-off read from the data, not from the text of the source: active = inhibition above about 50%; inactive = the rest. Outcome played no part in choosing rows; any-hit rate near 3.5%.

Screens in order: mHTT-CaM PPI inh	Pf apPOL inh
> O=C1C(=O)N(c2cccnc2)C(c2ccccc2)C1=C(O)c1ccccc1 (stereo not given)
    10	-2
> CCCCOc1ccc(C2=CSC3=NCCN23)cc1[N+](=O)[O-]
    26	-2
> C/C(NN1CCOCC1)=C(/C#N)C(=O)NCc1ccccc1
    -2	-3
> CCNc1nc(Oc2ccc(=O)n(C)n2)nc(N(C)C)n1
    2	-7
> CC(C)c1cc(C2CCCN2C(=O)c2cc(C(F)(F)F)nn2C)on1 (stereo not given)
    -2	1
> N/C(CSc1nc(-c2ccccc2)c(-c2ccccc2)o1)=N/O
    i	·
> N#CC1=C(N)Oc2n[nH]c(-c3ccccc3)c2C1c1cccc([N+](=O)[O-])c1 (stereo not given)
    11	-4
> C=C(C(=O)O)C(CC(=O)O)C(=O)O (stereo not given)
    ·	5
> N#Cc1c(NC2CCCCC2)nc(-c2ccco2)c2c1CCCC2
    -13	-4
> CN(CCc1ccccn1)C(=O)c1cccnc1Oc1ccccc1
    ·	-3
> Cc1cc(C)cc(NC(=O)C2CCc3nc(N4CCOCC4)ncc3C2)c1 (stereo not given)
    -8	-2
> CC1=C(C(=O)Nc2cccc(C)c2C)C2(CCC(C)CC2)OC1=O (stereo not given)
    -2	-1
> CCCN1C(=O)/C(=C\c2nc3ccccc3c(=O)n2-c2ccc(OC)cc2)c2ccccc21
    3	-34
> Cc1ccc(NC2CC(=O)N(c3ccc(Cl)cc3)C2=O)cc1 (stereo not given)
    1	-12
> Cc1ccccc1C1=N/C(=C\c2cc(Br)cs2)C(=O)O1
    5	6
> O=C(NCc1ccc(F)cc1)c1cccnc1N1CCNC(c2ccccc2)C1 (stereo not given)
    2	-2
> COc1ccccc1C(=O)Nc1ccc2nn(-c3ccccc3)nc2c1
    4	-7
> CCC(NC(=O)c1cnccn1)c1ccc(C)cc1 (stereo not given)
    6	-3
> Cc1ccc(S(=O)(=O)N2CCc3nc(NC(=O)c4ccccc4C)sc3C2)cc1
    17	-4
> Cc1ccc2ncnc(Nc3ccccc3Cl)c2c1
    3	-8
> CCC(=O)NCc1nc2c(n1CC)CN(C(=O)Cc1ccc(F)cc1)CC2
    2	-8
> O=C1CN(C(=O)c2ccccc2)c2ccccc2N1
    -11	-7
> O=C1c2ccccc2C(=O)c2c1sc1cccc[n+]21
    8	-6
> Cc1cc(=O)[nH]c(SCC(=O)c2ccc(O)c(O)c2)c1C#N
    13	-4
> O=C1C2CCCN2C(c2ccc(Cl)cc2)N1c1ccc(F)cc1 (stereo not given)
    2	2
> CC(C)NC(=O)N1CCN(c2cccc(F)c2)C(=O)C1C (stereo not given)
    -2	-1
> Cc1c(C(=O)Nc2ccc(NC(=O)c3ccco3)c(Cl)c2)cccc1[N+](=O)[O-]
    1	4
> N#CCN(CC#N)C(=O)c1ccc([N+](=O)[O-])cc1Cl
    -9	0
> Cc1ccc2n1CCn1cc(-c3ccc(Br)cc3)cc1-2
    99*	-7
> CCC(C)(C(=O)NC1CCCCC1)N(C(=O)C1CCC(=O)N1)c1ccc(C)cc1 (stereo not given)
    1	-8
> Cc1cccc(-c2nnc(NC(=O)C3CC3)s2)c1
    -1	-2
> COc1cc(OC)c(OC)cc1/C=C1\NC(=O)N(Cc2ccc(Cl)cc2)C1=O
    -1	-9
> Cc1nc2ncc(C(=O)O)c(=O)n2[nH]1
    0	·
> O=C1NC(=Nc2ccccc2)S/C1=C/c1ccc(F)c(Br)c1
    -2	0
> Cc1c(-c2ccccc2)nc2ccccc2c1C(=O)Nc1ccccc1F
    30	4
> COc1ccc(C2Cn3nnc(C(=O)N4CCC(C(N)=O)CC4)c3CO2)cc1 (stereo not given)
    -2	-3
> CCn1c(N2CCCC(C(=O)NCc3ccccc3)C2)cc(=O)n(C)c1=O (stereo not given)
    1	-8
> O=C(CSc1nccn1-c1ccccc1)Nc1ccc(OC(F)(F)F)cc1
    37	15
> COc1ccccc1C1=NOC(C(=O)NC2CCCCC2)C1 (stereo not given)
    -11	-2
> COc1ccc(CN2CCN(c3ccccn3)CC2)cc1
    0	0

Entries from the list above that have a COOH group, in the order listed:
Screens in order: mHTT-CaM PPI inh	Pf apPOL inh
> C=C(C(=O)O)C(CC(=O)O)C(=O)O (stereo not given)
    ·	5
> Cc1nc2ncc(C(=O)O)c(=O)n2[nH]1
    0	·

The list continues:
Screens in order: mHTT-CaM PPI inh	Pf apPOL inh
> CSc1sc(C(=O)Nc2ccc(F)c(Cl)c2)c(-c2ccc(Cl)cc2)c1C#N
    ·	-1
> CC1=C(OS(=O)(=O)c2cc(Cl)sc2Cl)C(=O)CC1
    ·	-6
> O=C1NNC(c2ccccc2)C1c1ccccc1 (stereo not given)
    ·	13
> OCCOc1ccccc1OCCO
    5	-13
> COC(=O)/C=C(/C)NCCN/C(C)=C\C(=O)OC
    -6	·
> O=C(Nc1cccc2c1CCCC2)c1cnc2n(c1=O)CCS2
    1	-1
> COc1cccc(C(=O)Nc2ccccc2C(=O)N2CCCC2)c1
    -1	0
> O=C1OC(c2ccc(Cl)cc2)=N/C1=C/c1cccc([N+](=O)[O-])c1
    2	-6
> CN(CC#N)C(=O)c1cc2c(Cl)ccc3c2n1CCO3
    0	-2
> CCSc1nnc(NC(=O)CCc2csc(NC(=O)c3cccs3)n2)s1
    0	4
> COc1cccc(NC(=O)c2ccco2)c1
    -6	-11
> CCCCNC(=S)N1CCOCC1
    -3	·
> C=CCn1cnc2c1c(=O)n(C1CCCC1)c(=O)n2-c1cccc(Cl)c1
    1	-4
> COCCCNC(=O)c1cc2c(s1)CCN(C(=O)c1ccc(Cl)cc1)C2
    -1	-1
> CCc1nnc(NC(=O)c2ccc(-c3cccc(Cl)c3)o2)s1
    25	2
> COc1ccc(NC(=O)N2CC3CC2CC3NS(=O)(=O)c2ccccc2)cc1F (stereo not given)
    0	-1
> CCC(=O)Nc1ccc2oc(-c3cccc(Cl)c3)nc2c1
    7	-1
> Cc1ccc(N2C(=O)c3ccccc3C2C(=O)NC2CCCC2)cc1Cl (stereo not given)
    -6	-20
> CCOC(=O)C(NC(=O)Nc1ccc(Cl)c(Cl)c1)(OCC(F)(F)F)C(F)(F)F (stereo not given)
    ·	13
> CCN(CCNC(=O)C1CC(=O)N(CCc2ccccc2)C1)c1ccccc1 (stereo not given)
    4	-5
> N=C1S/C(=C\c2ccc(Cl)cc2)C(=O)N1c1ccccc1F
    14	-6
> COCCNC(=O)c1cnn2c(C)c(Cc3ccc(Cl)cc3)c(C)nc12
    29	-23
> Cc1cc(NS(=O)(=O)c2ccc(NC(=O)c3ccc4c(c3)OCO4)cc2)nc(C)n1
    -2	0
> CSC(=CC(=O)c1ccc(Oc2ccccc2)cc1)SC
    ·	-4
> O=C(O)CCC12CC3CC(CC(Br)(C3)C1)C2
    -2	-4
> Cc1ccc(NC(=O)c2cc(N3C(=O)C=CC3=O)ccc2Cl)cc1C
    92*	-4
> COc1ccc(S(=O)(=O)Nc2cccc(NC(C)=O)c2)cc1
    0	0
> COc1ccc(C=C2Oc3c(ccc(O)c3CN3CCCCCC3)C2=O)c(OC)c1
    43	-10
> O=C(Nc1cc(-c2ccccn2)no1)c1cccc(Cl)c1
    -4	0
> CCC12CC3CC(C1)CC(C(=O)Nc1nn[nH]n1)(C3)C2
    -5	-6
> CCOc1ccccc1C(=O)N1CC2CN(S(=O)(=O)c3cccc(F)c3)CC(C1)O2
    2	2
> COCCn1c(-c2cccc([N+](=O)[O-])c2)nc2c(c(=O)c3ccccc3n2C)c1=O
    -4	1
> Cc1ccc(S(=O)(=O)N(C)c2c(C)ccc(S(=O)(=O)NCc3ccco3)c2C)cc1
    2	-2
> O=C(Nc1cc(-c2ccsc2)no1)c1cc(F)cc(F)c1
    -11	0
> O=C1S/C(=C\c2ccc(O)cc2)C(=O)N1Cc1ccc(F)cc1
    38	-4
> COc1cccc(C(=O)N2CCC(c3cnn(-c4cccc(C)c4)c3)CC2)c1
    15	-6
> O=C1OC(c2ccc(Cl)c(Cl)c2)=N/C1=C\c1ccccc1[N+](=O)[O-]
    12	-2
> COCCCN=C(Nc1cc(C)c(C)cc1C)SC
    ·	3
> C#CCN1C(=O)S/C(=C\c2ccc(N3CCOCC3)o2)C1=O
    10	·
> CCOc1ccccc1/C=c1\sc2nc(-c3ccc(C)cc3)nn2c1=O
    2	6
> Cc1nonc1OCC(C)(C)Nc1ccc(C(F)(F)F)cc1[N+](=O)[O-]
    -1	1
> Cc1cc(C)c(/C=C2\C(=O)Nc3ccccc32)[nH]1
    ·	-69
> COc1ccc(Br)cc1/C=C/C(=O)Nc1ccc(NC(=O)c2ccco2)c(OC)c1
    2	6
> O=C(NC1CC(O)C(CO)C1)c1ccc(Cl)cc1Cl (stereo not given)
    -4	-8
> Cc1ccc(OCCN2CC(C)OC(C)C2)c(C)c1 (stereo not given)
    -4	5
> CCCN1CCN(C(=O)C2CCCN(c3ncnc4c3nc3n4CCCCC3)C2)CC1 (stereo not given)
    11	4
> O=C1C2C(c3ccccc3O)NC(Cc3cnc[nH]3)(C(=O)O)C2C(=O)N1Cc1ccccc1 (stereo not given)
    10	-20
> COc1c(Br)cc(C#N)cc1Br
    ·	1
> Cn1c(SCC(=O)NC2CCCCC2)nc2sc3c(c2c1=O)CCCC3
    -4	6
> CCN1c2cc(C)ccc2-n2cccc2C12CCN(C(=O)c1ccc(F)cc1)CC2
    85*	1

(further entries)
Screens in order: mHTT-CaM PPI inh	Pf apPOL inh
> CC(C)CN1C(=O)CCc2cc(NC(=O)Cc3cccc(F)c3)ccc21
    3	-4
> Cc1cc(Cl)nc(Cl)c1C(=O)N1CCCCC1
    -6	0
> CCN(CC)Cc1c(O)ccc2c1OC(=CC=Cc1ccccc1OC)C2=O
    -6	-20
> O=C(NC(=O)c1ccno1)Nc1ccccc1Cl
    ·	-18
> COCCCNC(=O)N1CCC(n2c(-c3ccsc3)nc3cccnc32)C1 (stereo not given)
    -1	-3
> Cc1ccc(S(=O)(=O)N2CCC(c3cc4n(n3)CCCN(C)C4=O)CC2)cc1C
    9	-5
> CC(C)(C)NC(=O)N1CCC(CNC(=O)c2ccc3nsnc3c2)CC1
    -6	0
> Cc1nn(C)cc1CN(C)C(=O)c1ccnc(N2CCNC(c3ccccc3)C2)c1 (stereo not given)
    -6	-3
> Cc1nn(CC(=O)Nc2cccc(C(F)(F)F)c2)c(=O)c2ccccc12
    6	-3
> Cc1ccc(C2CCCN2C(=O)NC(C)C)cc1 (stereo not given)
    -5	-4
> COc1ccccc1C(=O)NCc1cccnc1-c1ccccc1
    -5	-8
> Cc1cc([N+](=O)[O-])nn1CCCC(=O)Nc1cccc(Cl)c1Cl
    -2	-2
> Cc1nc2c(C(=O)N(C)CCC#N)c[nH]n2c(=O)c1Cc1ccc(F)cc1
    3	-11
> CN1CCC(N2CCN(C3CN(Cc4ccc(F)cc4)S(=O)(=O)C3)CC2)CC1 (stereo not given)
    -3	-1
> COc1ccc(C2CCCN2C(=O)c2cc(-c3cccc(OC)c3)no2)cc1 (stereo not given)
    -11	-4
> Cn1cc(-c2ccncc2)cc1C(=O)NCc1cccc(F)c1
    10	-9
> Cc1ccc(C)c(C(O)=C2C(=O)C(=O)N(CCN(C)C)C2c2ccc(F)cc2)c1 (stereo not given)
    3	-1
> Cc1ccc(C=C2Oc3c(ccc(O)c3CN3CCN(CCO)CC3)C2=O)cc1
    6	-16
> Cc1cccc(NC(=O)N2CCCC2c2cc(C(C)C)on2)c1 (stereo not given)
    -3	-4
> Cc1[nH]nc(-c2ccc(C(F)(F)F)cc2)c1NC(=O)CC(C)(C)C
    2	3
> CN(C)c1ccc(C2NC(=O)c3c(sc4c3CCC(C(C)(C)C)C4)N2)cc1 (stereo not given)
    27	-2
> COc1ccc(-c2cnnn2-c2ccc(NC(=O)c3ccc(F)cc3)cc2)cc1OC
    31	-2
> CCN(CC)CCN1C(=O)C(O)=C(C(C)=O)C1c1ccc([N+](=O)[O-])cc1 (stereo not given)
    -4	9
> O=C(Nc1ccc2c(c1)OCO2)C1CC(=O)N(CCc2c[nH]c3ccc(Cl)cc23)C1 (stereo not given)
    82*	-4
> Cc1cc(Br)cc(C)c1NC(=O)c1cccnc1
    2	-1
> Nc1ncnc(Nc2ccc(Oc3ccc(Cl)cc3)cc2)c1[N+](=O)[O-]
    4	-6
> CCOC(=O)c1ccsc1NC(=O)c1ccc(Br)s1
    -11	-3
> CC(C)C(=O)NCc1csc(C2CCCN(C(=O)C3CC3)C2)n1 (stereo not given)
    -3	-1
> CC(C)=C(NC(=O)c1ccccc1)C(=O)NCc1ccccc1Cl
    1	-2
> COc1ccc(C2NC(=O)CCC2[N+](=O)[O-])c(OC)c1 (stereo not given)
    -4	-5
> CCCC12CN3CC(C)(CN(C1)C3c1ccc(O)cc1O)C2=O (stereo not given)
    -2	-3
> O=C(Cn1nc(N2CCCCCC2)c2ccccc2c1=O)NCc1ccccc1
    -8	4
> COc1cccc(NC(=O)N2CCN(Cc3nc4cccnc4n3-c3ccccc3)CC2)c1
    5	0
> COc1ccc(/C=C(\C#N)c2nn(CCO)c(N)c2C#N)cc1
    -2	-6
> CCOc1cc(/C=C2/SC(=Nc3ccccc3)NC2=O)ccc1OC
    26	6
> C=CCNC(=O)Cc1ccc(OC)cc1
    -4	-2

Compounds from the list above that contain a CF3 group, in the order listed:
Screens in order: mHTT-CaM PPI inh	Pf apPOL inh
> CC(C)c1cc(C2CCCN2C(=O)c2cc(C(F)(F)F)nn2C)on1 (stereo not given)
    -2	1
> O=C(CSc1nccn1-c1ccccc1)Nc1ccc(OC(F)(F)F)cc1
    37	15
> CCOC(=O)C(NC(=O)Nc1ccc(Cl)c(Cl)c1)(OCC(F)(F)F)C(F)(F)F (stereo not given)
    ·	13
> Cc1nonc1OCC(C)(C)Nc1ccc(C(F)(F)F)cc1[N+](=O)[O-]
    -1	1
> Cc1nn(CC(=O)Nc2cccc(C(F)(F)F)c2)c(=O)c2ccccc12
    6	-3
> Cc1[nH]nc(-c2ccc(C(F)(F)F)cc2)c1NC(=O)CC(C)(C)C
    2	3
